High-throughput results: PubChem, National Center for Advancing Translational Sciences (NCATS)
TDP1 cell CPT = qHTS for Inhibitors of human tyrosyl-DNA phosphodiesterase 1 (TDP1): qHTS in cells in presence of CPT. 12% of 420,000 active. Potency, µM (titrated, usually from 46.2 µM), for inactives: at the highest dose activity change, negative = growth inhibition, actives largely listed as inhibitors. AID 686979, 2013. chicken DT40 Tdp1-/-;hTDP1 cells + 20 nM CPT, ATP luminescence, 48 h; further: nearly all actives have a fitted effect of over 55% in size
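Cell growth measured by CellTiter-Glo luminescence after a minimum 48 h, 37 C compound exposure with 20 nM CPT in Tdp1-knockout DT40 cells stably expressing hTDP1, seeded 400/well; qHTS titration format.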
FEN1 inh = qHTS Assay for the Inhibitors of Human Flap endonuclease 1 (FEN1) | 0.35% of 390,000 active | Potency, µM (series often up to 114 µM), inactives show at the top dose activity change, negative = inhibition, usual class: inhibitors | AID 588795, 2011 | Recombinant FEN1 flap cleavage, fluorescence, 15 min | P39748; further: nearly all actives have a fitted effect of over 65% in size
Target sequence (P39748 whole entry, looked up): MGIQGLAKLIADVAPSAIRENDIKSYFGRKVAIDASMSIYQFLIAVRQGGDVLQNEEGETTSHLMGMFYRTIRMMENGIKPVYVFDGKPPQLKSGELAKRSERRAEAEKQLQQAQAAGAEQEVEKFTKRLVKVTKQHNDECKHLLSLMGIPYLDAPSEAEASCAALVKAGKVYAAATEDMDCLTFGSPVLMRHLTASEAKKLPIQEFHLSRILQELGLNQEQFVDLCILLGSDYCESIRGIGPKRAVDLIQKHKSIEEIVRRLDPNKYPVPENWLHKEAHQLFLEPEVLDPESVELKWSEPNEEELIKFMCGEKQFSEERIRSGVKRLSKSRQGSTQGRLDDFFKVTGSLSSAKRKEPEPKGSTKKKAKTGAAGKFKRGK
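Read-out was taken twice, immediately and after 15 min, following addition of 50 nM substrate to 10 nM FEN1 that had sat with test compound for 15 min at room temperature. Curves came from a four-parameter Hill model.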
KAT2A inh = qHTS Assay for Inhibitors of GCN5L2 | Histone acetyltransferase KAT2A (Homo sapiens), Q92830 | GCN5L2 HAT assay, ThioGlo1 CoA-SH fluorescence | Potency, µM (titrated, usually from 58.9 µM), inactives show at the highest dose activity change, negative = inhibition, hits mostly inhibitors | 0.21% of 390,000 active | AID 504327, 2011
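Fluorescence readout, Ex340nm/Em540nm: ThioGlo1 (50uM final) reacts with free CoA thiol released as 20nM GCN5L2 acetylates H3(1-25) peptide (75uM) using acetyl-CoA (70uM). Compound and enzyme sat 15 min beforehand; 20 min room-temperature reaction.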
* hit, by the source's call; ? = inconclusive; / = no result given; & = joins results of further samples; [ ] = dose if it differs, or a comment. The call rests on the fitted dose curve; in most records, active means well fitted curve in the direction sought with a large enough effect; inconclusive means small, poorly fitted or top-dose-only effect, or another doubt; inactive means no such curve, though single readings can be large; an effect the other way counts as inactive or inconclusive. On the % scale 0 is the no-effect control and ±100 the full control effect; potency means the concentration at half of the fitted maximal effect. Some of the compounds tested. The share of hits here may be higher or lower than overall.

Preview, 12 compounds:
Compound,TDP1 cell CPT,FEN1 inh,KAT2A inh
O=C(CN1C(=O)C2C3CCC(C3)C2C1=O)OCC(=O)c1cccc([N+](=O)[O-])c1 (configuration not stated),?,-2%,-3%
CC(C)c1ccc2[nH]c(O)c(N=NC(=S)NCCc3ccccc3)c2c1,18µM*,-15%,-7%
O=C(COc1ccccc1[N+](=O)[O-])N/N=C/c1cccc(OC(=O)c2ccc3c(c2)OCO3)c1,?,-14%,-3%
COc1ccc(F)cc1-c1nc(N)nc(N)n1,-1%,22%,-7%
COc1cc(C(=O)NCC(=O)NNC(=O)CN(C)S(=O)(=O)c2ccc(Cl)cc2)cc(OC)c1OC,13%,22%,-1%
O=C(CNC(=O)C12CC3CC(CC(C3)C1)C2)N/N=C\c1ccccn1,-1%,-2%,2%
CCCc1cc(=O)[nH]c(SCC(=O)Nc2cc(S(=O)(=O)N(CC)c3ccccc3)ccc2Cl)n1,-20%,-5%,-24%
COc1ccc(C(C)NC(=O)C2CCCC2)cc1 (configuration not stated),28%,22%,-3%
COc1ccc(S(=O)(=O)N2CCN(CC(=O)N3c4ccccc4CC3C)CC2)cc1OC (configuration not stated),1%,-9%,-12%
Cc1nc2nc(NC(=O)c3ccc(F)cc3)[nH]n2c(=O)c1Cc1ccccc1,-2%,18%,-4%
CC1=CC(C)(C)N(C(=O)c2ccccc2)c2ccccc21,-1%,-19%,-7%
CCCN1C(=O)C(Cc2nc3ccccc3c(=O)n2-c2cccc(C)c2)c2ccccc21 (configuration not stated),?,-15%,-8%

The whole of this part, from the first entry:
Compound,TDP1 cell CPT,FEN1 inh,KAT2A inh
O=C(CN1C(=O)C2C3CCC(C3)C2C1=O)OCC(=O)c1cccc([N+](=O)[O-])c1 (configuration not stated),?,-2%,-3%
CC(C)c1ccc2[nH]c(O)c(N=NC(=S)NCCc3ccccc3)c2c1,18µM*,-15%,-7%
O=C(COc1ccccc1[N+](=O)[O-])N/N=C/c1cccc(OC(=O)c2ccc3c(c2)OCO3)c1,?,-14%,-3%
COc1ccc(F)cc1-c1nc(N)nc(N)n1,-1%,22%,-7%
COc1cc(C(=O)NCC(=O)NNC(=O)CN(C)S(=O)(=O)c2ccc(Cl)cc2)cc(OC)c1OC,13%,22%,-1%
O=C(CNC(=O)C12CC3CC(CC(C3)C1)C2)N/N=C\c1ccccn1,-1%,-2%,2%
CCCc1cc(=O)[nH]c(SCC(=O)Nc2cc(S(=O)(=O)N(CC)c3ccccc3)ccc2Cl)n1,-20%,-5%,-24%
COc1ccc(C(C)NC(=O)C2CCCC2)cc1 (configuration not stated),28%,22%,-3%
COc1ccc(S(=O)(=O)N2CCN(CC(=O)N3c4ccccc4CC3C)CC2)cc1OC (configuration not stated),1%,-9%,-12%
Cc1nc2nc(NC(=O)c3ccc(F)cc3)[nH]n2c(=O)c1Cc1ccccc1,-2%,18%,-4%
CC1=CC(C)(C)N(C(=O)c2ccccc2)c2ccccc21,-1%,-19%,-7%
CCCN1C(=O)C(Cc2nc3ccccc3c(=O)n2-c2cccc(C)c2)c2ccccc21 (configuration not stated),?,-15%,-8%
COCCn1nnnc1C(c1cc2cc(C)cc(C)c2[nH]c1=O)N1CCN(c2ccccc2F)CC1 (configuration not stated),-5%,-11%,2%
CCOC(=O)CCc1c(C)nc(SCCCn2c(=O)[nH]c3ccccc32)c(C#N)c1C,-21%,1%,-19%
O=C(COC(=O)C12CC3CC(CC(C3)C1)C2)Nc1ccc(OC(F)F)cc1,-24%,-8%,-8%
Brc1ccc(C2=CSC3=NCCN23)cc1,-27%,-17%,-2%
CC1CCN(c2nc(-c3ccco3)c3c(c2C#N)CC(C)(C)OC3)CC1,?,-10%,-6%
O=c1c2oc3ccccc3c2n(Cc2ccccc2F)c(=O)n1Cc1ccc2c(c1)OCO2,0%,-3%,-3%
COc1ccc(Oc2nc3c(c(=O)n(Cc4ccc(Br)cc4)c(=O)n3C)n2C)cc1,-3%,2%,0%
O=C(Nc1nc2ccc(SC(F)F)cc2s1)c1ccc(NS(=O)(=O)c2ccc(F)c(F)c2)cc1,?,?,-20%
CC(C)(C)c1cc2nc(N)nc(N)n2n1,0%,3%,-3%
O=C(O)c1ccc(N/N=C/c2ccc(-c3ccccc3)cc2)cc1,-7%,-28%,?
CCOC(=O)c1csc(NC(=O)CSc2nnnn2CC)n1,-5%,26%,-3%
Cc1cccnc1NC(=O)c1ccc(S(=O)(=O)N2CC(C)OC(C)C2)cc1 (configuration not stated),-19%,1%,11%
CCN(c1ccccc1)c1nc(C#N)nc(N(CC)c2ccccc2)n1,?,-17%&-16%,-18%
O=C(c1cn(-c2ccccc2)nc1-c1ccncc1)n1nnc2ccccc21,16µM*,1%,/
CC(OC(=O)c1ccncc1)C(=O)Nc1cc(S(=O)(=O)N2CCCCC2)ccc1Cl (configuration not stated),-6%,1%,-9%
NC(=O)c1ccccc1NC(=O)Cn1nc(Cc2cccnc2)c2ccccc2c1=O,-26%,2%,1%
O=C(NCCCN1CCN(c2ccccc2F)CC1)Nc1ccccc1[N+](=O)[O-],-29%,-1%,-4%
O=C(Nc1c(C(=O)N2CCOCC2)cnn1-c1ccccc1)c1ccccc1F,1%,1%,-4%
CCc1ccc(-n2c(Cc3ccccc3)nnc2SCc2nc(-c3cccs3)no2)cc1,23µM*,1%,-18%
O=C(CCCN=C1NS(=O)(=O)c2ccccc21)OCc1ccccc1,-1%,2%,-2%
N#Cc1c(-c2ccco2)c2c([nH]c1=S)CCCC2,0%,7%,?
Cc1ccc(SCC(=O)NCc2ccco2)cc1,-26%,1%,5%
OCC1(CCc2ccccc2)CCN(Cc2cnc(N3CCCC3)s2)CC1,?,-3%,-9%
CSC1=N/C(=C\c2ccc(Br)o2)C(=O)S1,-2%,-28%,-6%
CCN(CC)c1ccc(NC(=O)c2ccccc2F)cc1,?,13%,-6%
Cc1cccc(OCC(=O)Nc2ccc3oc(=O)ccc3c2)c1C,-3%,2%,4%
COc1ccc(-n2nnnc2SCC(=O)Nc2cccc(NC(C)=O)c2)cc1OC,?,1%,2%
Cc1ccc(CNC(=O)c2nc3nc(C)cc(C)n3n2)cc1,-3%,-1%,0%
O=C1CC(=O)C(n2cncn2)C(c2ccc(Cl)cc2)C1 (configuration not stated),-3%,-7%,-11%
O=C(NCc1ccco1)c1cccc(-c2nnc(-c3ccccc3)o2)c1,21µM*,-2%,-6%
CCOC(=O)c1ccc2[nH]c3c(c2c1)CCCC3O (configuration not stated),-5%,-3%,0%
C[C@H](CO)N1C[C@H](C)[C@@H](CN(C)C(=O)Nc2ccc(C(F)(F)F)cc2)Oc2ccc(NC(=O)Cn3cnnn3)cc2C1=O,6%,-13%,-1%
Cc1c(-c2ccc(Cl)cc2)c(=O)oc2c(CN3CCCC3)c(O)ccc12,/,-14%,?
N#CC1C(C#N)N2CCCN2C1c1ccc(Cl)cc1 (configuration not stated),8.2µM*,-3%,0%
O=C(Cn1nnc(-c2ccccc2NC(=O)c2ccccc2F)n1)NCc1ccco1,-10%,-5%,8%
COc1cc(-c2cc(=O)c3c(O)c(OC)c(OC)c(O)c3o2)ccc1O,?,?,-2%
CC1=C(C(=O)Nc2ccc(C)cc2C)C(c2ccccc2)n2nc(SCC(=O)c3ccc(C)cc3)nc2N1 (configuration not stated),-7%,0%,-10%
CCN(CC)S(=O)(=O)c1cccc(-c2nnc(SCC(=O)c3cc(C)n(C4CC4)c3C)o2)c1,?,1%,-22%
O=C(c1ccccc1)N1CCN(C(=O)C2CC2)CC1,8%,-2%,-2%
O=C(N/N=C/c1ccc([N+](=O)[O-])cc1)c1cc(C2CC2)nc2ccccc12,9.2µM*,11%,-3%
COc1cc(/C=C/C(=O)Nc2nnc(C(C)(C)C)s2)cc(OC)c1OC,?,0%,-10%
OCCNc1nc(Nc2ccc(Br)cc2)nc2ccccc12,5.8µM*,-27%,-18%
COc1ccc(CC2C(=O)OC(C)(C)OC2=O)c(Cl)c1OC,15%,-5%,39%[activator]
COc1cc(OC)c(OC)cc1/C=C/c1ccc2ccccc2n1,11µM*,-19%,/
Cc1cc(C(F)F)n2nc(C(=O)Nc3cccc(S(=O)(=O)N4CCOCC4)c3)nc2n1,-3%,-1%,-22%
COc1ccc(C(=O)OCCc2sc[n+](CC(=O)c3ccccc3)c2C)cc1,?,-6%,-1%
COc1ccc(-n2c(COc3ccc(C)cc3)nnc2SCc2ccc(C#N)cc2)cc1,?,-16%,1%
CN1C(=O)[C@H]2[C@@H](C3CC3)N3C(=O)CN(Cc4ccccn4)C(=O)[C@@]3(Cc3ccccc3)[C@H]2C1=O,3%,3%,2%

Compound profiles (already shown). Order of values: TDP1 cell CPT	FEN1 inh	KAT2A inh
O=C(CN1C(=O)C2C3CCC(C3)C2C1=O)OCC(=O)c1cccc([N+](=O)[O-])c1 (configuration not stated) reads ?	-2%	-3%
COc1ccc(CC2C(=O)OC(C)(C)OC2=O)c(Cl)c1OC reads 15%	-5%	39%[activator]

Next section:
Compound,TDP1 cell CPT,FEN1 inh,KAT2A inh
COc1ncc2nc(-c3ccc(Cl)cc3)c(=O)n(CCc3ccccc3)c2n1,15%,/,-16%
CCOC(=O)C1(Cc2ccc(Cl)cc2)CCN(C(=O)C2=NNC(=O)CC2)CC1,0%,7%,10%
CCC(=O)NC(c1ccco1)c1cc(Cl)c2ccccc2c1O (configuration not stated),/,1%,-10%
COc1ccccc1-c1cncnc1NCCc1cnc[nH]1,?,/,-15%
COc1cc(C2c3[nH]c4ccccc4c3CCN2Cc2cn(C)nc2C)ccc1F (configuration not stated),?,-1%,-26%
COc1ccc(CNC(=O)CSc2nc3cccnc3s2)cc1,-1%,17%,2%
COC(=O)Nc1ccc(=O)n(Cc2c(Cl)cccc2Cl)c1,-4%,1%,1%
CC(C)C(=O)Nc1ccc2nc(SCC(=O)N3CCc4ccccc43)sc2c1,10µM*,0%,-10%
Cc1ccc(C2=NN=C(NC(=O)C(F)(F)F)SC2)cc1,-6%,-7%,1%
Cc1ccc(C)c(N(CC(=O)NC2CCCC2)C(=O)c2csnn2)c1,6%,0%,-1%
O=C(NCC(=O)N1CCN(c2ccccc2O)CC1)c1ccco1,-16%,4%,0%
COc1ccc(/C=N/NC(=O)c2ccn[nH]2)cc1COc1ccc(Cl)cc1Cl,?,-7%,-1%
Cc1cc(C(=O)Nc2ccc3ccccc3c2)oc1C,-8%,0%,-6%
CCOC(=O)c1c(CN2CCN(CCO)CC2)n(-c2ccccc2)c2cc(Br)c(O)cc12,?,13%,-1%
Cc1ccc(S(=O)(=O)c2c[nH]c3ccc(C)cc3c2=O)cc1,-15%,-4%,-6%
CC12CCC(=O)C=C1CCC1C2C(O)CC2(C)C1CCC2(O)C(=O)COC(=O)COCC(=O)O (configuration not stated),12%,-15%,/
COc1ccc(S(=O)(=O)NCc2cccn2Cc2cccc(C)c2)cc1OC,?,0%,8%
CCCCn1c(=S)[nH]c2ncccc2c1=O,-4%,-3%,-1%
Cc1[nH]c2ccccc2c1/C=N/NC(=S)NC(C)C,?,-14%,1%
CS(=O)(=O)N1CCN(c2ccccc2NC(=O)c2ccc(-c3ccc(Cl)cc3Cl)o2)CC1,?,-13%,-15%
CCOCCCn1c(SCC(=O)NCc2ccc3c(c2)OCO3)nc2ccccc2c1=O,0%,-12%,-11%
Cc1cccc(C(=O)NC2CCN(C(=O)NCc3ccccc3)CC2)c1,-11%,-2%,-4%
CCC(=O)n1nc(-c2ccc(Cl)cc2)nc1N,-11%,4%,0%
CCn1nc(C(=O)N2CCN(Cc3ccc4c(c3)OCO4)CC2)c2ccccc2c1=O,-20%,4%,?
CN1C(=O)/C(=C/c2coc3ccc(O)cc3c2=O)SC1=S,?,-20%,-1%
COc1ccc(CCN(C(=O)C(F)(F)F)C(C(=O)NC2CCCC2)c2cccs2)cc1 (configuration not stated),6.5µM*,5%,-13%
COC(=O)c1ccc(C(=O)N(CCN(C)C)c2nc3c(Cl)cccc3s2)cc1,2%,-14%,-5%
CC(=O)c1sc(NC(=O)c2cc(S(=O)(=O)N3CCOCC3)ccc2F)nc1C,26%,22%,-9%
O=C(N/C(=C/c1ccc(Cl)cc1)C(=O)N1CCCC1)c1ccccc1,-20%,12%,25%
Cc1nn(Cc2ccc(C(=O)NN)cc2)c(C)c1Cl,14%,5%,-3%
CCCCn1c(=NC(=O)c2ccco2)c(C(=O)OCC)cc2c(=O)n3ccccc3nc21,?,-3%,0%
